# Screening results from PubChem.
# CD40 NFkB inh: CD40 pathway inhibition in BL2 cells; BL2 NF-kB luciferase reporter, CD40L-induced, 4 h; inhibition, % at 10 µM; hit rate 0.94% among 83,000; AID 1053188;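 active means mean inhibition of at least 50% with a set share of replicates also reaching that level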;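 further: 0% = neutral control wells and 100% = IKK inhibitor VII at 50 µM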
# Starred values were filed as active, the others as inactive; [ ] = another dose, or the depositor's remark. The list is partial; the hit share may differ from the screen's.
Structure	CD40 NFkB inh
C[C@@H]1CN([C@@H](C)CO)C(=O)c2cc(NC(=O)Nc3ccc4c(c3)OCO4)ccc2O[C@@H](C)CCCCO[C@H]1CN(C)C(=O)CCCN(C)C	-6.9[25 µM]
CCC(=O)Nc1ccc2c(c1)C(=O)N(C)C[C@@H](OC)[C@H](C)CN(Cc1nccs1)[C@@H](C)CO2	-4.5[25 µM]
O=C(NCc1cccnc1)NC1(c2ccccc2)CC1	13.6
Cc1ccc(/C=N/NC(=O)CNC(=O)Cc2ccccc2)o1	16.4
Cc1cccc2sc(NS(C)(=O)=O)nc12	18.6
COC(=O)c1ccc(NC(C(=O)OC)C(C)C)c([N+](=O)[O-])c1 (stereo not given)	3.4
COC(=O)Nc1cc(C)nc2ccccc12	4.8
N#Cc1cccc(-c2ccc3c(c2)[C@@H]2[C@@H](CCN2C(=O)c2ccncc2)[C@H](CO)N3)c1	-30.6[25 µM]
Cc1noc(C)c1S(=O)(=O)Nc1ccc2c(c1)C(=O)N([C@@H](C)CO)C[C@@H](C)[C@H](CN(C)C(=O)Nc1cccc3ccccc13)OCCCC[C@H](C)O2	8.4[25 µM]
CNC[C@@H]1Oc2c(NC(C)=O)cccc2C(=O)N(C)C[C@H]1C	4.8
N#Cc1ccccc1OCC(=O)OCCCOC(=O)COc1ccccc1C#N	8.5
COc1ccc(N=C2SC(C(=O)N3CCN(c4ccccc4)CC3)CC(=O)N2C)cc1 (stereo not given)	13.9
COC(=O)c1ccc(S(=O)(=O)N2CCCCCC2)n1C	15.9
C[C@@H]1CN([C@H](C)CO)C(=O)CCCn2nncc2CO[C@@H]1CN(C)C(=O)Nc1ccc2c(c1)OCO2	-8.6
CN1[C@@H]2c3ccc(-c4cncnc4)c(=O)n3C[C@@H]2[C@@H](CO)[C@@H]1C(=O)NC1Cc2ccccc2C1	-2.1[25 µM]
Cc1ccc2c(CC(=O)O)coc2c1C	7.1
COc1ccc2c3c(n(C)c2c1)[C@@H](CO)N(C(=O)Nc1ccc(F)cc1)CC31CN(C(=O)c2cccnc2)C1	-3.1[25 µM]
CO[C@@H]1CN(C)C(=O)c2ccc(NC(=O)c3cccc(F)c3)cc2OC[C@H](C)NC[C@H]1C	2.2[25 µM]
O=C(c1cc(-c2ccncc2)nc2ccccc12)N1CCN(c2ncccn2)CC1	7.3
N#CC(Cc1ccc(O)cc1)c1ccc(O)cc1 (stereo not given)	12.2[25 µM]
Nc1cc(=O)[nH]c(SCc2ccccc2)n1	0.7
O=C(Nc1ccc2nsnc2c1)c1ccc2c(c1)OCO2	-222.7
CCCNC(=O)c1ccccc1C(=O)NCCC	2.4
COCCNCCCCSc1ccc(Cl)cc1	-2.3
CN1c2ccc(-c3cccc(F)c3)cc2[C@@H]2[C@@H](CCN2C(=O)C2CCC2)[C@@H]1CO	18.1[25 µM]
Cc1nnc2n1N=CC=C(C(C)(C)C)S2	8.4
O=C(c1ccc(F)cc1)N1CC(=O)N2[C@H](C1)[C@H](c1ccc(C#CC3CCCC3)cc1)[C@@H]2CO	11.5
O=C(c1ccccc1F)N1CC(=O)N2[C@H](C1)[C@@H](c1ccc(C#Cc3ccccc3)cc1)[C@@H]2CO	14.9[25 µM]
COc1cc(-c2nnc(NC(=O)c3ccco3)o2)cc(OC)c1OC	-5.8
C[C@H](CO)N1C[C@H](C)[C@@H](CN(C)C(=O)Oc2ccccc2)OCc2cn(nn2)CCCC1=O	-6.9
O=C(O)c1cc2cc(Cl)ccc2[nH]1	9.2
CCOC(=O)c1cnc2c(C#N)c(C)nn2c1C	2.1
COc1ccc(-c2ccc(CCC(=O)O)n2NC(=O)c2ccc(O)cc2)cc1	-0.2
CN(C)C(=O)c1cccc(-c2ccc3c(c2)[C@@H]2[C@@H](CCN2C(=O)C2CC2)[C@H](CO)N3)c1	4.8
N#Cc1ccsc1NC(=O)C1CCN(C(=O)c2ccc(F)cc2)CC1	-4.4
COc1ccc(C2(C(=O)NCCN3CCOCC3)CCOCC2)cc1	-2.2
Nc1nc(SCC(=O)NCc2ccco2)[nH]c(=O)c1-c1ccccc1	-0.8
Cc1nc(-c2cccc(NC(=O)C(C)Oc3ccccc3)c2)cs1 (stereo not given)	1.6
COc1ccc(C#Cc2ccc3c(c2)[C@@H]2[C@@H](CCN2C(=O)c2cnccn2)[C@@H](CO)N3)cc1	-15.1[25 µM]
COCCNC(=O)Cn1cnc2c1c(=O)n(C)c(=O)n2C	6.5
CCCN1CCC2(CC1)CN(Cc1ccc3c(c1)OCO3)[C@H](CO)c1[nH]c3cc(OC)ccc3c12	13.7[25 µM]
O=C(C1CCOCC1)N1CC[C@@H]2[C@@H](CO)Nc3ccc(-c4cccc(F)c4)cc3[C@@H]21	-8.6[25 µM]
N#Cc1c(N)sc2c1CCN(CCc1ccccc1)C2	4.8
O=C(Nc1ccc2c(c1)OCCO2)C1CCN(C(=O)c2ccc(F)cc2)CC1	-69.9
O=C(CN1C(=O)NC2(CCc3ccccc32)C1=O)Nc1ccc(Cl)cc1F (stereo not given)	-1.3
Cc1nc(SCC(=O)N2CCN(C(=O)c3cccs3)CC2)c2c(C)c(C)sc2n1	-2.8
O=C(C(c1ccccc1)c1ccccc1)N1CCN(c2ccccn2)CC1	12.5
O=C(Nc1ccc2nc(-c3cccnc3)[nH]c2c1)c1ccccc1F	-36.8
Cc1cc(NC(=O)COC(=O)c2ccc(S(=O)(=O)C(F)F)cc2)n(-c2ccccc2)n1	3.4
O=[N+]([O-])c1ccc(NN=C(Oc2ccccc2)c2ccc([N+](=O)[O-])cc2)cc1	5.0

# Sorted by the number under CD40 NFkB inh (highest first): some entries from above.
Compound,CD40 NFkB inh
O=C(C(c1ccccc1)c1ccccc1)N1CCN(c2ccccn2)CC1,12.5
Cc1cc(NC(=O)COC(=O)c2ccc(S(=O)(=O)C(F)F)cc2)n(-c2ccccc2)n1,3.4
O=C(CN1C(=O)NC2(CCc3ccccc32)C1=O)Nc1ccc(Cl)cc1F (stereo not given),-1.3
Cc1nc(SCC(=O)N2CCN(C(=O)c3cccs3)CC2)c2c(C)c(C)sc2n1,-2.8
O=C(Nc1ccc2c(c1)OCCO2)C1CCN(C(=O)c2ccc(F)cc2)CC1,-69.9

# Later entries:
Structure	CD40 NFkB inh
C[C@@H]1CN([C@@H](C)CO)C(=O)c2c(c3ccccc3n2C)-c2ccccc2CO[C@@H]1CN(C)S(=O)(=O)c1ccc(Cl)cc1	5.4
O=C1CC(c2cccc(O)c2)Oc2ccccc21 (stereo not given)	-34.4
O=C(Nc1ccc(S(=O)(=O)N2CCOCC2)cc1)c1cccs1	2.3
Clc1ccc(OCCn2ccnc2)c2ccccc12	0.3
N#C[C@H]1[C@@H](c2ccc(C#Cc3ccccc3F)cc2)[C@@H](CO)N1C(=O)C1CCCCC1	28.8
COc1cc2c(cc1OC)CN(CC(=O)NC(=O)NC(C)(C)C)CC2	-0.1
N#CCCSC(=S)C1CCCC1=N (stereo not given)	7.0
O=C(c1ccc2ccccc2c1)C1CCCN(C(=O)c2cccnc2)C1 (stereo not given)	2.4
Fc1ccc(-c2nnc(CN3CCC(c4nc5ccccc5s4)CC3)o2)cc1	10.1
COc1ccc(S(=O)(=O)N(C)C[C@H]2Oc3c(cccc3N(C)C)C(=O)N([C@@H](C)CO)C[C@H]2C)cc1	-3.0[25 µM]
C[C@H](CO)N1C[C@H](C)[C@H](CN(C)C(=O)C2CCOCC2)Oc2ncc(C#CCc3ccccc3)cc2C1=O	63.5*[25 µM]
CN(C1CC(C)(C)NC(C)(C)C1)S(=O)(=O)CC12CCC(CC1=O)C2(C)C (stereo not given)	0.4
CC(C)(C)c1ccc(-n2ncc3c2CCCC3NC(=O)c2ccco2)cc1 (stereo not given)	30.2
O=C(Oc1ccc(-c2ccccc2)cc1)N1CCOCC1	-103.4
COc1ccc2[nH]c(C(=O)N3CCCN(Cc4ccc(F)cc4)CC3)cc2c1	-2.0
COCCN(C[C@H]1[C@H](c2ccccc2)[C@@H](CO)N1C(=O)C1CC1)C(C)=O	-3.4[25 µM]
O=C(NCC1CCCO1)c1cccc(NC(=O)c2ccc(Br)cc2)c1 (stereo not given)	-1.2
COc1ccc(C2(CNC(=O)c3cccs3)CCOCC2)cc1	8.9
COc1ccc(NC(=O)Nc2ccc3c(c2)C(=O)N([C@@H](C)CO)C[C@H](C)[C@H](CN(C)Cc2ccc(C(F)(F)F)cc2)OCCCC[C@H](C)O3)cc1	8.7
Cc1c(N)c(C(C)(C)C)cc(C(C)(C)C)c1[N+](=O)[O-]	2.8

# Looked up one by one from the entries so far, 4 records:
Structure	CD40 NFkB inh
COc1ccc(C2(CNC(=O)c3cccs3)CCOCC2)cc1	8.9
COCCN(C[C@H]1[C@H](c2ccccc2)[C@@H](CO)N1C(=O)C1CC1)C(C)=O	-3.4[25 µM]
COc1ccc2[nH]c(C(=O)N3CCCN(Cc4ccc(F)cc4)CC3)cc2c1	-2.0
O=C(Oc1ccc(-c2ccccc2)cc1)N1CCOCC1	-103.4

# More structures.
Structure	CD40 NFkB inh
CCS(=O)(=O)N1CC2(C1)[C@H](c1ccccc1)[C@@H](CO)N2Cc1ccccn1	4.1[25 µM]
Cc1ccccc1S(=O)(=O)N1CC[C@@H]2[C@H](CO)Nc3ccc(-c4cccc(C#N)c4)cc3[C@@H]21	-1.1[25 µM]
COc1ccccc1OCCNC(=O)C1CC(=O)N(c2ccccc2OC)C1 (stereo not given)	8.1
COc1cccc(NC(=O)Nc2ccc3c(c2)C(=O)N(C)C[C@@H](OC)[C@H](C)CN(CC2CC2)[C@@H](C)CO3)c1	-4.5[25 µM]
CC1CCCCC1NC(=O)Cc1ccc(S(=O)(=O)N2CCOCC2)s1 (stereo not given)	6.4
O=C(CSc1ccccn1)N1CCN(S(=O)(=O)c2ccc(Cl)cc2)CC1	2.3
CC1(C)NC(=O)N(CC(=O)OCC(=O)Nc2cccc(F)c2)C1=O	-3.1
COc1cc(S(=O)(=O)Nc2ccc3c(c2)C(=O)N(C)C3=O)ccc1NC(C)=O	14.0
OCCCN1c2ccccc2Nc2nnc(-c3ccccc3)cc21	-38.8
Cc1ccsc1C1CC(=O)Nc2ccccc2S1 (stereo not given)	5.6
COc1ccc2c3c(n(C)c2c1)[C@H](CO)N(Cc1cccnc1)CC31CCN(C(=O)NC(C)C)CC1	3.2[25 µM]
O=C(Nc1ccc(Cl)cc1)N1C[C@H]2[C@@H](c3ccccc31)[C@@H](CO)N2C(=O)c1cccnc1	-7.7
Cc1ccc(C(=O)OCC(=O)Nc2ccc3c(c2)OCO3)o1	-8.5
CCn1ncc(C2=NOC(C(=O)N3CCC(C(N)=O)CC3)C2)c1C (stereo not given)	-8.1
N#C[C@@H]1[C@@H](c2ccccc2-c2ccc(F)cc2)[C@H](CO)N1C(=O)NC1CCCCC1	59.0*[25 µM]
CCn1nc(C(=O)N2CCc3ccccc3C2)c2ccccc2c1=O	21.0
CCN1CCN(c2ccc(S(=O)(=O)N3CCCCC3)cc2NC(=O)c2cccc(C)c2)CC1	1.8
O=C(CSc1nc2[nH]ncc2c(=O)[nH]1)Nc1ccccc1C(F)(F)F	2.3
COCC(C)NC(=O)c1cccc([N+](=O)[O-])c1 (stereo not given)	-0.3
CCOC(=O)N1CCN(C(=O)C2CCCN(S(C)(=O)=O)C2)CC1 (stereo not given)	9.5
CN(C[C@H]1N[C@@H](CO)[C@H]1c1ccc(-c2cccc(F)c2)cc1)C(=O)CC1CC1	13.0[25 µM]
CCc1nnc(NC(=O)[C@@H]2CCCN2S(=O)(=O)c2ccc3c(c2)OCCO3)s1	8.6
O=C(NCCCN1CCCC1=O)c1cc(COc2ccc(F)cc2F)on1	8.3
CC(OC(=O)CC1CCCCC1)C(=O)Nc1cccc(C#N)c1 (stereo not given)	6.2
CCN1CCN(S(=O)(=O)c2ccc(Cl)c(C(=O)NC(C)c3ccccc3Cl)c2)CC1 (stereo not given)	5.4
CCN(CC(=O)Nc1c(F)cccc1F)C(=O)CSc1nc2ccccc2o1	-10.1
CN1c2ccc(-c3cccc(F)c3)cc2[C@H]2[C@H](CCN2C(=O)c2ccc3c(c2)OCO3)[C@@H]1CO	-7.1[25 µM]
COCc1c(Br)c(C)nc(OCC(=O)O)c1C#N	-3.9
COc1ccc2c3c(n(C)c2c1)[C@@H](CO)N(C(=O)NC1CCCCC1)CC31CCN(C)CC1	2.8[25 µM]
COc1ccc2c3c(n(C)c2c1)[C@H](CO)N(C(=O)Nc1ccc(F)cc1)CC31CN(Cc2ccccc2F)C1	45.0[25 µM]
COc1ccc(S(=O)(=O)N2CCOCC2)cc1NC(=O)C1COc2ccccc2O1 (stereo not given)	4.2
CCn1c(SCC(=O)NC(C)(C)C)nnc1-c1ccncc1	6.0
Cc1ccc(OCC(=O)Nc2ccccc2-c2ccccc2)cc1	14.4
O=C(c1ccc2c(c1)OCO2)N(c1ccccc1)C1C=CS(=O)(=O)C1 (stereo not given)	3.6
CCNC(=O)COC(=O)c1cc(-c2ccccc2)nn1-c1ccccc1	12.7
N#Cc1cc([N+](=O)[O-])ccc1NC(=O)COC(=O)C1CC2CCCC(C1)C2=O (stereo not given)	-2.2
CCCCn1c(N)c(N(CCOC)C(=O)COC(=O)Cc2cccc(OC)c2)c(=O)[nH]c1=O	5.8
CC(C)CN(C[C@H]1N[C@H](CO)[C@@H]1c1ccccc1)C(=O)C1CCCC1	1.1
Cc1cc(C(=O)Nc2nnc(C(F)(F)F)s2)cs1	-34.5
OC[C@@H]1[C@H](c2ccc(-c3ccc(F)cc3)cc2)[C@H]2CN(CCC(F)(F)F)CCCCN12	3.9
CNC[C@H]1OCCCC[C@@H](C)Oc2ccc(NC(=O)Nc3ccc(OC)cc3)cc2C(=O)N([C@H](C)CO)C[C@@H]1C	-15.5[25 µM]
O=C(NCCc1ccc(F)cc1)c1cc([N+](=O)[O-])ccc1N1CCOCC1	3.2
